Source: PubChem (several laboratories)
MEKK3 PB1 HTS: raises or lowers MEK5 binding to the human MEKK3 PB1 domain | Q99759 | bead-based flow cytometry, Alexa488-MEK5 binding to MEKK3; actives lie on both sides; 0 = blocked by unlabeled MEK5, 100 = vehicle | binding response (% of control), % at 10 µM | 1.4% of 290,000 active;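 active = binding response more than 3 SD above or below the average of its plate-row segment, actives on both sides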;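 note: Alexa488 bead fluorescence after subtracting the streptavidin-only scavenger bead signal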
Target sequence (Q99759 whole entry, looked up, the tested form may be a part): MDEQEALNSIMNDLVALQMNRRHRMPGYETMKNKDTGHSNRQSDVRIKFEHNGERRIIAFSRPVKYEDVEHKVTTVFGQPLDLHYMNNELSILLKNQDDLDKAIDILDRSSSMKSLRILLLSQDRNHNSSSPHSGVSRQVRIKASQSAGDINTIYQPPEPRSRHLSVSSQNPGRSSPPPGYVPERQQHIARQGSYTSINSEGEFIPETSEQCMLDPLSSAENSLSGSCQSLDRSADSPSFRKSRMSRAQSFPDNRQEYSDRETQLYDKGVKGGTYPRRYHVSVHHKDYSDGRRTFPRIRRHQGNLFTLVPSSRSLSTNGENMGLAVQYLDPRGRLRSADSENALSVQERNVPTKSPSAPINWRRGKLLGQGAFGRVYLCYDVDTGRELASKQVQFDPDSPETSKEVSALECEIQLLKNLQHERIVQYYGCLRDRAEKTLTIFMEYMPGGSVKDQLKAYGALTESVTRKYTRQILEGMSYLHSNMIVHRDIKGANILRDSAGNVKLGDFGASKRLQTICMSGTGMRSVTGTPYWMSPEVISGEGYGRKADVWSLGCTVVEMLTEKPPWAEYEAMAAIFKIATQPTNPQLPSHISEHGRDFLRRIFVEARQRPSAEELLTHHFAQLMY
OXTR ag: activates the human oxytocin receptor | 0.32% of 320,000 active | CHO-OTR cells, Fluo-8 calcium fluorescence; normalized: DMSO 0%, oxytocin 100% | P30559 | activation, % at 3 µM;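 active = activation above the mean of all tested compounds plus 3 SD, cutoff set per screening run, cut at about 20% in these data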;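 note: peak over basal fluorescence ratio from a 100 s FLIPR kinetic read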
PHOSPHO1 block: inhibitors of human PHOSPHO1 phosphatase; Q8TCT1; recombinant PHOSPHO1, absorbance phosphatase assay; inhibition, % at 13.3 µM; 1.1% of 290,000 active; AID 1565; in the data active = inhibition above about 60%
Target sequence (Q8TCT1 whole entry, looked up): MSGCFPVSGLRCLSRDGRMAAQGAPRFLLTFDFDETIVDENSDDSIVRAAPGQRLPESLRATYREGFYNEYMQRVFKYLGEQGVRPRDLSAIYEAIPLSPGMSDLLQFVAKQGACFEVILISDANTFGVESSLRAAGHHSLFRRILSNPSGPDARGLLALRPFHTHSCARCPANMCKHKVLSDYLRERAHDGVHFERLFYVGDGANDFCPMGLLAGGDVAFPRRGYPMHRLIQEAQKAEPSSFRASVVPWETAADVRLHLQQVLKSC
MEKK2wt PB1 HTS: raises or lowers MEK5 binding to wildtype human MEKK2 PB1 domain. AID 1531. Q9Y2U5. bead flow cytometry, Alexa488-MEK5 binding to MEKK2 WT; actives lie on both sides. binding response (% of control), % at 10 µM. 1.1% of 290,000 active; in the data active = binding response below about 67% or above about 130%
NALP1 inh: NALP1 inhibition. S. cerevisiae NALP1/ASC/caspase-1 growth, X-gal OD620, 72 h. inhibition, % at 10 µM. 0.61% of 280,000 active; in the data active = inhibition mostly above about 24%, no sharp cut-off; inactive = mostly below about 32%; note: some compounds called inactive have numbers as strong as hits
GalR3 antag: blocks the human galanin receptor 3. O60755. 0.44% of 360,000 active. HEK293 GalR3-CNG cAMP membrane potential fluorescence; galR3 body fused to GalR1 C-terminus. inhibition, % at 3 µM;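 active = inhibition above the screen-wide average plus 3 SD, cut at about 13% in these data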;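 note: forskolin and galanin both at EC90 stimulate the cells; cAMP rise reported by CNG channel membrane potential dye signal; 0% = forskolin plus galanin with DMSO and 100% = forskolin alone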
MEKK2 mut-MEK5: signal of MEK5 binding to mutant human MEKK2 PB1 domain. 0.35% of 290,000 active. bead flow cytometry, Alexa488-MEK5 binding to MEKK2 mutant. percent response, % at 10 µM; in the data active = percent response above about 24%, passing the limit was not always enough; note: inactives centre near 1; some results filed as inactive read as strong as hits; reference of the scale not given here
V1aR counter: activates human V1a receptor in oxytocin agonist counter-screen. CHO-V1R cells, Fluo-8 calcium fluorescence, agonist mode; 0% DMSO, 100% 3 nM vasopressin. P37288. 0.25% of 320,000 active. activation, % at 3 µM. AID 2797;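 active = activation above the mean activation of all tested compounds plus 3 SD, per screening run, cut at about 20% in these data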;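 note: signal is peak over basal fluorescence ratio across a 100 second FLIPR read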
GPR7 antag: blocks human GPR7 receptor signaling; P48145; GPR7-expressing cells, fluorescence antagonist assay; inhibition, % at 4.4 µM; 1.1% of 290,000 active; in the data active = inhibition above about 16%, passing the limit was not always enough;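 note: cells stimulated with the agonist NPW; 0% = agonist with vehicle and 100% = vehicle without agonist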
An asterisk follows results filed as active; . = not tested or not shown; & = joins results of further samples.

Start of the listing, in advance, 13 compounds:
1	N#Cc1c2n(c(=S)n(-c3ccc(F)cc3)c1=O)CCCCC2
2	COCC(O)CSc1nc(C)[nH]c1[N+](=O)[O-] (configuration not stated)
3	O=C(Nc1ccc(Nc2ccccc2)cc1)c1ccc(F)cc1
4	O=c1c(Cl)c(Cl)cnn1Cc1ccccc1Cl
5	O=C(CC1Oc2ccccc2NC1=O)NCc1ccccc1 (configuration not stated)
6	CCCOP(=O)(c1ccc(N(C)C)cc1)C(O)c1ccccc1OC (configuration not stated)
7	COC(=O)c1ccccc1NC(=O)CN(C)S(=O)(=O)c1ccc(OC)c(C)c1

compound no.	1	2	3	4	5	6	7
MEKK3 PB1 HTS	102	102	96	98	113	97	105
OXTR ag	1.4	1.0	0.9	-2.3	-1.4	-0.3	-1.7
PHOSPHO1 block	38	9	.	-5	-9	0	-13
MEKK2wt PB1 HTS	97	99	94	96	114	95	100
NALP1 inh	13	13	3	28	-6	3	14
GalR3 antag	3	.	-13	-1	-1	0	-1
MEKK2 mut-MEK5	-1	1	-1	0	3	-5	2
V1aR counter	2.1	1.3	1.9	-0.3	-0.4	-0.6	-1.4
GPR7 antag	-10	3	8	3	-1	-9	-2

8	CC(C)CC(=O)N1CCN(CC2CC=CCC2)CC1 (configuration not stated)
9	CC1(C)CCC(=O)N2CC[C@H]3C[C@H](OC(=O)Nc4ccccc4)C[C@@H]1[C@H]32
10	COCCC(=O)N1CCC(Oc2ccc(C(=O)N3CCC(N(C)C)C3)cc2)CC1 (configuration not stated)
11	O=C(NN=C1CCCC1)C1COc2ccccc2O1 (configuration not stated)
12	O=C(NC(=S)Nc1cccc(-c2ccc(CO)o2)c1)c1cccs1
13	COc1ccc(C(=O)N/N=C(\C)CC(=O)Nc2cccc(C(F)(F)F)c2)cc1

compound no.	8	9	10	11	12	13
MEKK3 PB1 HTS	107	100	96	101	104	117
OXTR ag	0.6	4.0	0.1	-1.1	4.1	-1.2
PHOSPHO1 block	-14	-7	16	32	-3	22
MEKK2wt PB1 HTS	112	98	90	99	105	104
NALP1 inh	-7	5	8	-16	-3	.
GalR3 antag	0	-5	-2	-3	3	-5
MEKK2 mut-MEK5	4	-5	-3	-7	2	13
V1aR counter	0.4	4.5	0.3	-1.2	1.1	2.3
GPR7 antag	-9	3	-8	4	-2	1

All compounds of this part, repeating the preview:
1	N#Cc1c2n(c(=S)n(-c3ccc(F)cc3)c1=O)CCCCC2
2	COCC(O)CSc1nc(C)[nH]c1[N+](=O)[O-] (configuration not stated)
3	O=C(Nc1ccc(Nc2ccccc2)cc1)c1ccc(F)cc1
4	O=c1c(Cl)c(Cl)cnn1Cc1ccccc1Cl
5	O=C(CC1Oc2ccccc2NC1=O)NCc1ccccc1 (configuration not stated)

compound no.	1	2	3	4	5
MEKK3 PB1 HTS	102	102	96	98	113
OXTR ag	1.4	1.0	0.9	-2.3	-1.4
PHOSPHO1 block	38	9	.	-5	-9
MEKK2wt PB1 HTS	97	99	94	96	114
NALP1 inh	13	13	3	28	-6
GalR3 antag	3	.	-13	-1	-1
MEKK2 mut-MEK5	-1	1	-1	0	3
V1aR counter	2.1	1.3	1.9	-0.3	-0.4
GPR7 antag	-10	3	8	3	-1

6	CCCOP(=O)(c1ccc(N(C)C)cc1)C(O)c1ccccc1OC (configuration not stated)
7	COC(=O)c1ccccc1NC(=O)CN(C)S(=O)(=O)c1ccc(OC)c(C)c1
8	CC(C)CC(=O)N1CCN(CC2CC=CCC2)CC1 (configuration not stated)
9	CC1(C)CCC(=O)N2CC[C@H]3C[C@H](OC(=O)Nc4ccccc4)C[C@@H]1[C@H]32
10	COCCC(=O)N1CCC(Oc2ccc(C(=O)N3CCC(N(C)C)C3)cc2)CC1 (configuration not stated)

compound no.	6	7	8	9	10
MEKK3 PB1 HTS	97	105	107	100	96
OXTR ag	-0.3	-1.7	0.6	4.0	0.1
PHOSPHO1 block	0	-13	-14	-7	16
MEKK2wt PB1 HTS	95	100	112	98	90
NALP1 inh	3	14	-7	5	8
GalR3 antag	0	-1	0	-5	-2
MEKK2 mut-MEK5	-5	2	4	-5	-3
V1aR counter	-0.6	-1.4	0.4	4.5	0.3
GPR7 antag	-9	-2	-9	3	-8

11	O=C(NN=C1CCCC1)C1COc2ccccc2O1 (configuration not stated)
12	O=C(NC(=S)Nc1cccc(-c2ccc(CO)o2)c1)c1cccs1
13	COc1ccc(C(=O)N/N=C(\C)CC(=O)Nc2cccc(C(F)(F)F)c2)cc1
14	Cc1ccccc1NC(=O)c1ccc(C)c(S(=O)(=O)Nc2ccccn2)c1
15	COc1ccc(NC(=O)c2cc3c(=O)n(C)c4ccccc4c3n2C)cc1OC

compound no.	11	12	13	14	15
MEKK3 PB1 HTS	101	104	117	99	106
OXTR ag	-1.1	4.1	-1.2	-0.9	0.5
PHOSPHO1 block	32	-3	22	4	-9
MEKK2wt PB1 HTS	99	105	104	97	107
NALP1 inh	-16	-3	.	32	11
GalR3 antag	-3	3	-5	-6	.
MEKK2 mut-MEK5	-7	2	13	2	3
V1aR counter	-1.2	1.1	2.3	0.4	0.6
GPR7 antag	4	-2	1	-11	-8

16	COc1ccc(CCN(C)C(=O)C2CCCN(Cc3ccc(OC)c(OC)c3)C2)cc1OC (configuration not stated)
17	Cc1ccccc1N(C(=O)c1snc(C(N)=O)c1N)C(C(=O)NCC1CCCO1)c1ccc(F)cc1 (configuration not stated)
18	CC(C)(C)OC(=O)NCCCC[C@@H](C(=O)N1CCN(C(=O)OC(C)(C)C)CC1)n1cc(CCC(=O)O)nn1
19	O=[N+]([O-])c1ccc(C(O)C[n+]2ccccc2)cc1 (configuration not stated)
20	CC(=O)c1cc(C(=O)Nc2ccccc2C(=O)O)oc1C

compound no.	16	17	18	19	20
MEKK3 PB1 HTS	108&110	101	101	105	101
OXTR ag	-0.2&-0.4	0.5	-0.2	0.8	-0.1
PHOSPHO1 block	22&39	28	26	18	14
MEKK2wt PB1 HTS	110&106	103	90	111	101
NALP1 inh	6&22	7	13	2	-12
GalR3 antag	-3	-12	1	.	2
MEKK2 mut-MEK5	10&3	-1	-6	2	1
V1aR counter	-0.3&0.8	-0.1	0.3	0.0	0.5
GPR7 antag	-8&-6	-4	-12	-5	5

21	CC(C)(C)c1ccc(C(=O)NNc2cc(N3CCOCC3)nc(N3CCOCC3)n2)cc1
22	O=C(Oc1nsnc1N1CCOCC1)N1CCCCC1
23	COc1cc(CNn2c(C)n[nH]c2=S)cc(Cl)c1OCc1ccccc1
24	COc1ccc(S(=O)(=O)N2CCC(C(=O)N[C@H](C(=O)NCc3ccco3)C(C)C)CC2)cc1
25	CCOC(=O)C1=NN(c2ccccc2C)C2=NC(C)=C(C(=O)OC)C(c3cccs3)N12 (configuration not stated)

compound no.	21	22	23	24	25
MEKK3 PB1 HTS	102	99	100	101	88
OXTR ag	-3.2	-0.4	11	-0.3	-1.8
PHOSPHO1 block	-3	.	84*	13	2
MEKK2wt PB1 HTS	90	98	97	101	101
NALP1 inh	8	.	-4	11	2
GalR3 antag	-2	-1	-7	2	-6
MEKK2 mut-MEK5	-13	2	1	0	3
V1aR counter	-1.3	0.4	12	0.2	-1.5
GPR7 antag	-10	-3	18	-9	15

26	CN1CCC(CNC(=O)Nc2csc3ccccc23)CC1
27	c1ccc2c(c1)Oc1cccc3cccc-2c13
28	Cn1c(/C=C/c2ccc(Cl)cc2)c([N+](=O)[O-])c(=O)n(C)c1=O
29	COc1ccc2oc(C)c(C(N)=O)c2c1
30	Cc1nc(C)n(CCNC(=O)c2ccco2)n1

compound no.	26	27	28	29	30
MEKK3 PB1 HTS	98	85	104	106	103
OXTR ag	0.2	-0.9	-1.1	-0.2	.
PHOSPHO1 block	-18	-5	26	1	36
MEKK2wt PB1 HTS	99	68	101	106	105
NALP1 inh	-18	.	4	10	20
GalR3 antag	0	-4	-15	-4	-7
MEKK2 mut-MEK5	-2	-37	5	4	1
V1aR counter	0.6	-0.6	-0.5	2.6	.
GPR7 antag	-5	-4	-2	1	-7

31	CCOC(=O)c1sc2nc(C)nc(SCC(=O)NC(C)CCc3ccccc3)c2c1C (configuration not stated)
32	Cc1cccc2c(=O)c(C(=O)NCc3cccs3)c[nH]c12
33	O=C(COC(=O)c1ccco1)Nc1nc2ccc([N+](=O)[O-])cc2s1
34	Cc1ccccc1-n1nc2c(c1NC(=O)c1ccc3c(c1)OCO3)CS(=O)(=O)C2
35	O=C(CN1C(=O)C2CC=CCC2C1=O)Nc1nnc(SCc2ccc(F)cc2)s1 (configuration not stated)

compound no.	31	32	33	34	35
MEKK3 PB1 HTS	98	94	95	97	100
OXTR ag	8.9	2.2	4.7	-0.1	0.1
PHOSPHO1 block	0	.	-6	43	26
MEKK2wt PB1 HTS	97	97	94	100	100
NALP1 inh	33	.	9	10	10
GalR3 antag	1	-4	-1	-2	-4
MEKK2 mut-MEK5	-2	-2	-13	3	5
V1aR counter	0.0	1.3	6.7	0.1	1.6
GPR7 antag	-7	-5	-16	-6	-2

36	CCOCC(=O)Nc1cc(C)on1
37	O=C(Nc1nc(=O)n(C(=O)C2CC2)s1)c1ccccc1
38	COc1ccc(S(=O)(=O)N2CCC(C(=O)NCc3ccncc3)CC2)cc1C
39	O=Cc1cc2ccccc2nc1SCc1ccc(Cl)cc1
40	CCCNC(=O)OCC12CC3CC(CC(C3)C1)C2

compound no.	36	37	38	39	40
MEKK3 PB1 HTS	99	103	100	102	102
OXTR ag	-0.2	1.2	-0.1	-1.1	-2.8
PHOSPHO1 block	-20	22	40	18	8
MEKK2wt PB1 HTS	94	103	97	91	110
NALP1 inh	-18	32	12	-12	35
GalR3 antag	-5	-5	-3	3	-4
MEKK2 mut-MEK5	-3	2	-2	-4	24
V1aR counter	0.7	-0.7	-0.6	1.0	-0.1
GPR7 antag	-2	-10	-8	1	-6

41	C=CCNC(=O)c1cc(-c2ccccc2O)on1
42	CC(C)CCNC(=O)Cc1ccccc1[N+](=O)[O-]
43	COc1cc(S(=O)(=O)N(Cc2ccccn2)Cc2ccccc2Cl)ccc1-n1cnnn1
44	O=[N+]([O-])c1ccc(S(=O)(=O)N2CCN=C2SCc2cccnc2)cc1
45	CC(=O)Nc1ccc(S(=O)(=O)NNC(=O)COc2ccc(C)cc2)cc1

compound no.	41	42	43	44	45
MEKK3 PB1 HTS	101	99	85	103	104
OXTR ag	-0.2	0.7	2.8	2.8	-0.8
PHOSPHO1 block	18	-35	-19	9	-9
MEKK2wt PB1 HTS	106	99	100	87	98
NALP1 inh	25	1	-6	-1	12
GalR3 antag	.	-4	3	-3	-6
MEKK2 mut-MEK5	3	1	-8	-13	0
V1aR counter	0.7	-0.5	1.7	3.1	0.7
GPR7 antag	13	-2	0	-3	-3
